IMP-1 inh: blocks Pseudomonas aeruginosa IMP-1 metallo-beta-lactamase; hit rate 0.45% among 290,000; purified IMP-1, nitrocefin hydrolysis, epi-absorbance fluorescence; AID 1556; inhibition, % at 5.6 µM;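 active = inhibition above the mean plus 3 SD of all compounds in the same screening run, cut at about 4.5% in these data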;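 also: 0% = IMP-1 with DMSO and 100% = DMSO wells lacking enzyme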
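System – purified recombinant IMP-1 beta-lactamase · Input – IMP-1 dispensed at 0.2 nM · Timing – 15 min preincubation plus 25 min reaction at 25 °C · Signal – Epi-absorbance fluorescence, 480 nm excitation, 530 nm emission · Measure – percent IMP-1 inhibition derived from blank-referenced optical density · Controls – Enzyme-plus-DMSO low control, enzyme-free DMSO high control · Replication – singlicate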
V1aR counter: V1a receptor agonism, counter-screen for OXTR agonists; P37288; CHO-V1R cells, Fluo-8 calcium fluorescence, agonist mode; 0% DMSO, 100% 3 nM vasopressin; activation, % at 3 µM; hit rate 0.25% among 320,000; AID 2797;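 active = activation above the mean activation of all tested compounds plus 3 SD, per screening run, cut at about 20% in these data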;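 also: signal is peak over basal fluorescence ratio across a 100 second FLIPR read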
Target sequence (P37288 whole entry, looked up): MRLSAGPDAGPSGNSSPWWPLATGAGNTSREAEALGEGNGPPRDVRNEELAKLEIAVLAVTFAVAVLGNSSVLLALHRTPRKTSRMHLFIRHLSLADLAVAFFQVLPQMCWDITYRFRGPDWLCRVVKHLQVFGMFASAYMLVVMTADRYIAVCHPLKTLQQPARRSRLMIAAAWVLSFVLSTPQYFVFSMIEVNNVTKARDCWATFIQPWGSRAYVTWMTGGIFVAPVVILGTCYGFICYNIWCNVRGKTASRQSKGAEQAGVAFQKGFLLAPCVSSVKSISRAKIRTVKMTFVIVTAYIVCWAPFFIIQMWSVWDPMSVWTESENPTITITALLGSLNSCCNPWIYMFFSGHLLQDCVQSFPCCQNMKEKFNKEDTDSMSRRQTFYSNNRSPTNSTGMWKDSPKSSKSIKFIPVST
HCV NS3 hel inh: HCV NS3 helicase inhibition. inhibition, % at 10.9 µM. NS3 helicase DNA unwinding, Cy5 molecular beacon fluorescence. hit rate 0.56% among 290,000;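 active = inhibition above the mean of all tested compounds plus 3 SD, set per campaign, cut at about 35% in these data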;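 also: 0% = DMSO wells and 100% = thioflavine S control wells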
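Material: hepatitis C virus NS3 helicase domain fragment enzyme; measured by: Cy5 fluorescence, 0 and 60 min reads; control set: DMSO and thioflavine S; incubation: 60 min unwinding reaction at 25 °C after ATP addition; read-out basis: % inhibition from 60/0 min fluorescence ratio, DMSO 0%, thioflavine S 100%; repeats: singlicate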
VIM-2 inhibitor: blocks Pseudomonas aeruginosa VIM-2 metallo-beta-lactamase; purified VIM-2, nitrocefin hydrolysis, epi-absorbance fluorescence; inhibition, % at 5.6 µM; hit rate 0.89% among 290,000; AID 1527;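 active = inhibition above the mean of all tested compounds plus 3 SD, cutoff set per screening run, cut at about 7.5% in these data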;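 also: red hydrolysis product quenches plate fluorescence so inhibitors raise well fluorescence; 0% = enzyme with DMSO and 100% = DMSO without enzyme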
GalR3 antag: human GalR3 antagonism. HEK293 GalR3-CNG cAMP membrane potential fluorescence; galR3 body fused to GalR1 C-terminus. inhibition, % at 3 µM. hit rate 0.44% among 360,000. AID 651719;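 active = inhibition above the screen-wide average plus 3 SD, cut at about 13% in these data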;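 also: forskolin and galanin both at EC90 stimulate the cells; cAMP rise reported by CNG channel membrane potential dye signal; 0% = forskolin plus galanin with DMSO and 100% = forskolin alone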
GPR7 antag: antagonists of human GPR7 (neuropeptides B/W receptor 1); P48145; GPR7-expressing cells, fluorescence antagonist assay; inhibition, % at 4.4 µM; hit rate 1.1% among 290,000; AID 1861; in the data active = inhibition above about 16%, passing the limit was not always enough;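 also: cells stimulated with the agonist NPW; 0% = agonist with vehicle and 100% = vehicle without agonist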
Target sequence (P48145 whole entry, looked up): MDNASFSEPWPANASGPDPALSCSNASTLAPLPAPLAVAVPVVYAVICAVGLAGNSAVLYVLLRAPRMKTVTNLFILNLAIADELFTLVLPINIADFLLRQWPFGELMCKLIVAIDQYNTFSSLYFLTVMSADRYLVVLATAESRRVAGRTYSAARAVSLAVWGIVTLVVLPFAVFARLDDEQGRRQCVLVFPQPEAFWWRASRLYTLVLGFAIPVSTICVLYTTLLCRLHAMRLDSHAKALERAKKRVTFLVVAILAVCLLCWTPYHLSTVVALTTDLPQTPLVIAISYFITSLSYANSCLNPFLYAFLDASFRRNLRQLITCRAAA
PHOSPHO1 inh: PHOSPHO1 (human) inhibition | Q8TCT1 | recombinant PHOSPHO1, absorbance phosphatase assay | inhibition, % at 13.3 µM | hit rate 1.1% among 290,000; in the data active = inhibition above about 60%
Target sequence (Q8TCT1 whole entry, looked up): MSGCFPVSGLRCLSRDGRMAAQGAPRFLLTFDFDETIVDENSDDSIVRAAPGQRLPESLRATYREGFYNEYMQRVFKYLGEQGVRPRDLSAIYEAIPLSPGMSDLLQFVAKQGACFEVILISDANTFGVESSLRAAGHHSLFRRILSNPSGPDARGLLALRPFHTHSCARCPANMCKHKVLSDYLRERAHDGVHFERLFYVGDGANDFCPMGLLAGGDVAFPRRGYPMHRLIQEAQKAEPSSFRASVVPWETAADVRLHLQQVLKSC
DNA FID counter: fluorescent intercalator displacement, NS3 helicase counter-screen; DNA fluorescent intercalator displacement, fluorescence; inhibition, % at 7.9 µM; hit rate 0.17% among 290,000; in the data active = inhibition above about 37%;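 also: 0% = vehicle and 100% = reference compound; higher means more ethidium bromide displaced from hairpin DNA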
OXTR agonist: agonists of human oxytocin receptor | P30559 | CHO-OTR cells, Fluo-8 calcium fluorescence; normalized: DMSO 0%, oxytocin 100% | activation, % at 3 µM | hit rate 0.32% among 320,000 | AID 2435;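 active = activation above the mean of all tested compounds plus 3 SD, cutoff set per screening run, cut at about 20% in these data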;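 also: peak over basal fluorescence ratio from a 100 s FLIPR kinetic read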
Active calls of the source: *; · = no result given.

SMILES	IMP-1 inh	V1aR counter	HCV NS3 hel inh	VIM-2 inhibitor	GalR3 antag	GPR7 antag	PHOSPHO1 inh	DNA FID counter	OXTR agonist
COc1cccc(OCC(=O)NNC(=S)Nc2ccc(Cl)cc2Cl)c1	-3.1	2.5	1	-3.5	-5	-6	4	-26	4.3
Cc1cccc(CSCCNC(=O)CCSc2ccccc2)c1	-0.8	-0.2	-11	-1.2	-4	5	-7	-26	-1.6
Cc1cc(O)c(C2(O)C(=O)Nc3ccccc32)cc1C (stereo unspecified)	-0.4	2.4	-18	-1.0	-13	-7	·	-5	2.0
CCOC(=O)c1ccccc1NC1c2ccccc2C(=O)N1c1cc(C)ccn1 (stereo unspecified)	-3.3	2.1	2	0.4	·	-14	-9	-22	-0.6
O=c1c2ccccc2nc2ccccn12	-3.3	-0.4	-10	1.5	2	-16	28	2	0.9
O=C(CSc1ncc(-c2ccccc2)n1C1CCCC1)N1CCc2ccccc21	0.7	-1.1	-17	-0.1	-10	21	54	8	-1.6
Cc1[nH]c2ccccc2c1/C=N\NC(=O)CNc1ccc2c(c1)OCO2	-1.4	1.1	-8	-4.4	5	7	-5	-5	1.8
Cc1cccc(NS(=O)(=O)c2ccc3c(c2)NC(=O)CC(=O)N3)c1	-2.8	0.9	-2	-2.4	-4	-6	8	1	0.0
COc1ccc(C2C(C(=O)NCc3ccccn3)c3cc(OC)c(OC)cc3C(=O)N2C)cc1 (stereo unspecified)	-2.5	0.2	8	-3.0	3	-8	-23	-11	0.2
O=C(CN1CCN(C2CCCCC2)CC1)c1c[nH]c2ccccc12	-1.1	0.9	-1	-4.1	-1	-3	-123	8	2.2
CCOC(=O)C(=O)N(CC)C1CCS(=O)(=O)C1 (stereo unspecified)	-3.1	1.6	14	-2.8	4	1	20	3	0.4
COc1ccccc1-c1coc2c(CN3CCN(C)CC3)c(O)ccc2c1=O	2.2	-1.5	-4	1.1	-5	-15	14	3	0.7
COc1ccc(NC(=O)CSc2nnc(C)n2C2CCCCC2)cc1	-0.3	1.5	0	-1.6	-1	-4	-112	-30	0.2
Cc1c(OC(C(=O)O)c2ccccc2)ccc2c3c(c(=O)oc12)CCC3 (stereo unspecified)	-1.9	·	7	7.7*	-8	-9	-3	-21	·
CCn1ccc(C(=O)Nc2ccc3c(c2)CCC3)n1	-1.4	-0.9	-10	-0.7	·	-6	-12	-6	-1.6
Cc1cc(N2CCCC2)c(C)cc1C=O	-3.9	0.3	-7	-2.6	-4	-7	7	-1	-0.6
CC(C)(C)NC(=O)NC(=O)COC(=O)COc1ccc(Cl)cc1Cl	-3.4	-0.9	3	-3.5	-5	-4	-2	-2	-0.9
COC(=O)c1cn(NC(=O)c2ccc(OC)c([N+](=O)[O-])c2)c(=O)c2ccccc12	-3.2	-0.2	9	-3.6	-2	-4	-6	8	1.2
O=C(c1ccccc1)N1CCCCC(Sc2nnc3ccccn23)C1=O (stereo unspecified)	-2.0	-0.3	10	1.5	-1	-5	1	-11	-1.4
CCc1nnc(NS(=O)(=O)c2ccc(Nc3ccc([N+](=O)[O-])c4nonc34)cc2)s1	-7.5	2.7	18	-0.5	-7	7	24	-21	3.4
CCc1c(C)nc2ncnn2c1N1CCC(C(=O)NCc2cccc(OC)c2)CC1	-1.2	-1.1	-1	-4.7	-4	-10	3	-28	-1.5
O=S(=O)(CCc1nc2ccccc2o1)c1ccc(Cl)cc1	-1.5	-0.1	-5	-0.7	1	5	14	-8	5.7
NC(=O)CC(NC(=O)Cc1ccc(Br)cc1)c1ccc(NCCc2ccccc2F)c([N+](=O)[O-])c1 (stereo unspecified)	·	0.2	·	·	-7	·	25	·	0.9
O=C(Nc1cnc2sccn2c1=O)c1ccccc1Cl	-2.4	0.7	3	-3.5	0	-11	5	-4	0.9
CN(C)c1nc(C=C(C#N)C#N)c(Cl)n1-c1ccc(F)cc1	-3.1	·	2	-4.1	9	1	-7	-4	·

Another view of 3 compounds above:
| mol | IMP-1 inh | V1aR counter | HCV NS3 hel inh | VIM-2 inhibitor | GalR3 antag | GPR7 antag | PHOSPHO1 inh | DNA FID counter | OXTR agonist |
| --- | --- | --- | --- | --- | --- | --- | --- | --- | --- |
| Cc1cc(O)c(C2(O)C(=O)Nc3ccccc32)cc1C (stereo unspecified) | -0.4 | 2.4 | -18 | -1.0 | -13 | -7 | · | -5 | 2.0 |
| CCOC(=O)c1ccccc1NC1c2ccccc2C(=O)N1c1cc(C)ccn1 (stereo unspecified) | -3.3 | 2.1 | 2 | 0.4 | · | -14 | -9 | -22 | -0.6 |
| O=c1c2ccccc2nc2ccccn12 | -3.3 | -0.4 | -10 | 1.5 | 2 | -16 | 28 | 2 | 0.9 |

Nothing new here: an excerpt of the list.
SMILES	IMP-1 inh	V1aR counter	HCV NS3 hel inh	VIM-2 inhibitor	GalR3 antag	GPR7 antag	PHOSPHO1 inh	DNA FID counter	OXTR agonist
O=C(Nc1cnc2sccn2c1=O)c1ccccc1Cl	-2.4	0.7	3	-3.5	0	-11	5	-4	0.9
CN(C)c1nc(C=C(C#N)C#N)c(Cl)n1-c1ccc(F)cc1	-3.1	·	2	-4.1	9	1	-7	-4	·

(listing goes on)
SMILES	IMP-1 inh	V1aR counter	HCV NS3 hel inh	VIM-2 inhibitor	GalR3 antag	GPR7 antag	PHOSPHO1 inh	DNA FID counter	OXTR agonist
CCC(c1nnnn1Cc1ccco1)N1CCN(C(=O)c2ccco2)CC1 (stereo unspecified)	-3.5	-0.2	28	-3.5	-3	-13	27	-16	0.1
C=CCNc1nnc(Cc2ccc(C(C)C)cc2)c(=O)[nH]1	-2.6	1.3	1	-3.3	·	13	15	-9	-0.3
CCOc1cc(/C=C2/C(=N)N3C(=NC2=O)SN=C3S(=O)(=O)C(C)C)ccc1OC(=O)c1ccco1	-2.0	-0.8	-4	-1.6	3	0	49	-14	-1.0
CCc1nc2c(n1O)CCc1nonc1-2	-2.5	0.1	-6	-5.1	-4	-6	-4	-13	1.1
Cc1ccc(-c2cc(C(=O)Nc3c(C#N)cnn3C)no2)cc1	-2.4	0.8	5	-4.3	-3	2	7	-10	-0.4
CCN(CC)c1ccc(NC(=O)c2ccco2)c(C)c1	-2.2	0.2	-3	-2.9	-6	-11	-3	0	0.8
COc1ccccc1CNC(=O)C1CCC1	-3.3	0.5	8	-2.1	1	3	-4	0	-1.0
CN(C(=O)c1ccc2c(=O)n3c(nc2c1)CCCCC3)c1ccccc1F	-3.9	0.1	3	-2.1	-8	-9	60	-34	-0.9
NS(=O)(=O)c1ccc(CCNc2ccccc2[N+](=O)[O-])cc1	-2.8	5.6	1	-4.6	-8	-9	27	-2	5.4
CCOc1ccccc1N1CCN(Cc2cccc(OC)c2O)CC1	-1.4	0.6	-10	0.5	-5	1	9	4	-0.9
Cc1ccc2nc(-c3ccc(NC(=S)NC4CC(C)(C)NC(C)(C)C4)cc3)sc2c1	-1.0	0.8	-63	-2.0	-9	52*	-21	29	1.0
COc1ccc(NC(=O)c2ccco2)cc1NC(=O)c1cccc(F)c1	-1.3	·	-10	-1.6	-9	0	27	-14	·
CCOc1cc(NC(=O)c2ccccn2)c(OCC)cc1NC(=O)c1ccc(Cl)cc1	1.1	0.7	0	2.5	-4	-7	19	2	0.0
Cc1ccc(C)c(C(C)NC(=O)Cc2cccs2)c1 (stereo unspecified)	-0.1	0.6	5	-0.5	6	3	14	-7	-1.6
Cc1ccc(-c2nn(C)c(=O)c3ccccc23)cc1CNC(=O)CN1CCOCC1	-1.1	-0.3	-1	6.0	-2	-6	-10	-19	2.1
CCCN1C(=O)/C(=N\OCC(=O)NC23CC4CC(CC(C4)C2)C3)c2ccccc21	-3.1	0.1	-5	-0.4	-3	-7	-9	-19	-2.9
COc1ccc(NS(=O)(=O)c2cc(NC(=O)c3cccs3)ccc2N2CCOCC2)cc1	-2.4	1.4	0	-3.9	-6	-6	-13	-8	-0.5
CCCCS(=O)Cc1ccccc1 (stereo unspecified)	-2.9	0.0	9	-1.5	-1	3	11	6	0.7
O=C1N(Cc2cccc(Cl)c2)C[C@@H]2C[C@@H](c3cccc4ncccc34)N3CCC[C@@]123	-3.2	3.2	-6	-1.0	-3	8	2	-33	0.6
CCN1CCN(c2cc(C)c3cc(NC(=S)NCCCOC)ccc3n2)CC1	-3.2	-0.2	-11	0.9	-6	-23	23	2	-0.5
O=C(Nc1ccc(N2CCN(C(=O)c3cccs3)CC2)cc1)c1cccc(F)c1	-2.0	5.3	0	-3.6	-7	-13	23	-28	3.4
Cc1cc(C)cc(N(CC(=O)NC2CCCCC2)C(=O)CNC(=O)c2ccco2)c1	-1.3	-0.1	-1	0.0	-8	-4	24	-40	1.8
COc1ccccc1N(CN1CCCC1=O)C(=O)c1c(F)cccc1Cl	-2.8	-0.8	13	-3.6	-5	3	-10	-7	0.5
COC(=O)c1ccccc1NC(=O)Cn1cc2c(n1)CCC(C)C2 (stereo unspecified)	-3.9	-1.4	6	-1.0	0	-4	-12	-29	-1.2
CCOC(=O)C1CCCN(Cc2nc(N)nc(Nc3ccccc3)n2)C1 (stereo unspecified)	-3.0	-0.9	-2	-3.2	2	-6	7	-10	1.5
CCOc1ccc(C(C)(O)CN2CCOCC2)cc1 (stereo unspecified)	-3.2	0.6	-3	-2.2	-3	-7	38	1	0.8
Cc1c(N(C(=O)CNC(=O)c2ccccc2)C2(C(=O)NC3CCCCC3)CCCCC2)c(=O)n(-c2ccccc2)n1C	-2.6	-0.3	8	-2.7	-2	-14	11	-32	0.1

Part of the list above in a different format:
| SMILES | IMP-1 inh | V1aR counter | HCV NS3 hel inh | VIM-2 inhibitor | GalR3 antag | GPR7 antag | PHOSPHO1 inh | DNA FID counter | OXTR agonist |
| --- | --- | --- | --- | --- | --- | --- | --- | --- | --- |
| COc1cccc(OCC(=O)NNC(=S)Nc2ccc(Cl)cc2Cl)c1 | -3.1 | 2.5 | 1 | -3.5 | -5 | -6 | 4 | -26 | 4.3 |
| CCCN1C(=O)/C(=N\OCC(=O)NC23CC4CC(CC(C4)C2)C3)c2ccccc21 | -3.1 | 0.1 | -5 | -0.4 | -3 | -7 | -9 | -19 | -2.9 |
| O=C(CN1CCN(C2CCCCC2)CC1)c1c[nH]c2ccccc12 | -1.1 | 0.9 | -1 | -4.1 | -1 | -3 | -123 | 8 | 2.2 |

One compound at a time, from the list above:
CCOc1cc(NC(=O)c2ccccn2)c(OCC)cc1NC(=O)c1ccc(Cl)cc1 reads IMP-1 inh = 1.1; V1aR counter = 0.7; HCV NS3 hel inh = 0; VIM-2 inhibitor = 2.5; GalR3 antag = -4; GPR7 antag = -7; PHOSPHO1 inh = 19; DNA FID counter = 2; OXTR agonist = 0.0
Cc1c(N(C(=O)CNC(=O)c2ccccc2)C2(C(=O)NC3CCCCC3)CCCCC2)c(=O)n(-c2ccccc2)n1C reads IMP-1 inh = -2.6; V1aR counter = -0.3; HCV NS3 hel inh = 8; VIM-2 inhibitor = -2.7; GalR3 antag = -2; GPR7 antag = -14; PHOSPHO1 inh = 11; DNA FID counter = -32; OXTR agonist = 0.1

From PubChem BioAssay
